ELG1 genotoxic – induces genotoxicity in HEK293T cells with luciferase-tagged ELG1; HEK293T ELG1-luciferase reporter, luminescence, 16 h; 1.3% of 330,000 active; Potency, µM (titrated, usually from 46 µM), for the others: at the top dose activity change, positive = activation, hits mostly activators; note: % of control where 0% means no effect; nearly all actives have a fitted effect of over 60% in size
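Cells (2,000/well) expressing the ELG1-luciferase fusion are dosed by pin tool and kept 16 hr at 37 °C, 5% CO2. Signal comes from ONE-Glo luciferase reagent after 30 min at room temperature.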
uPA generation – inhibitors of cell surface uPA generation; Potency, µM (doses to about 38.3 µM), for inactives: at the top dose activity change, negative = inhibition, usual class: inhibitors; cell surface uPA generation assay, qHTS; 0.31% of 330,000 active; active = well fitted inhibition curve with a large enough effect; inconclusive = small, poorly fitted or top-dose-only effect; inactive = no such curve, though single readings can be large or run the other way; tested in mouse RAW 264.7 cells; note: % is set by controls: 0 for no effect and ±100 for the full control effect; nearly all actives have a fitted effect of over 55% in size
VP16 counter – inhibits Gal4-VP16 luciferase reporter, ROR gamma counter-screen; Potency, µM (series often up to 53.6 µM), for the others: at the top dose activity, negative = inhibition, most hits filed as inhibitors; 3.5% of 310,000 active; Drosophila S2 Gal4-VP16 UAS-luciferase, luminescence, 20 h; AID 2546;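 note: Gal4-VP16 expression switched on by copper sulfate through the metallothionein promoter; % is set by controls: 0 for no effect and ±100 for the full control effect; nearly all actives have a fitted effect of over 50% in size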
MBNL1-CUG inh – inhibitors of human MBNL1 binding to CUG repeat RNA | Q9NR56 | 0.036% of 280,000 active | Potency, µM (top dose mostly 57.5 µM), without a hit: at the highest dose activity change, negative = inhibition, hits mostly inhibitors | TR-FRET MBNL1-His/biotin-(CUG)12 binding, 665/545 ratio; active = well fitted inhibition curve with a large enough effect in the signal ratio, with a control signal flat, not every such curve was filed as active; inconclusive = small, poorly fitted or top-dose-only effect, or effect the other way, or a change in a side signal; inactive = no such curve, though single readings can be large or run the other way; the % refers to the signal ratio; note: % is set by controls: 0 for no effect and ±100 for the full control effect
Target sequence (Q9NR56 whole entry, looked up): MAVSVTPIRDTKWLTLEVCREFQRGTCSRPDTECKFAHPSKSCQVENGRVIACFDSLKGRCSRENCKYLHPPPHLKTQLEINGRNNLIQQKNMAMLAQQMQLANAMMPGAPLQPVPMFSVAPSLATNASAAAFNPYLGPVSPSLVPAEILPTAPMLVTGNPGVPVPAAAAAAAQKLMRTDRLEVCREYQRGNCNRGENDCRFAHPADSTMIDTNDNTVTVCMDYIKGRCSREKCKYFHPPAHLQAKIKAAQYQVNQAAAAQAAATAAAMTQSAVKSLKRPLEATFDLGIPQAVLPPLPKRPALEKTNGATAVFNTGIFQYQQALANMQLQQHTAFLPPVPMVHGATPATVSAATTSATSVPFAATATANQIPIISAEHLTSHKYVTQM
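Inhibition of protein-RNA binding appears as loss of TR-FRET between terbium anti-His antibody on MBNL1-His and streptavidin-XL665 on biotin-(CUG)12. Activity is normalized to buffer-only and uninhibited-complex controls.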
BRCA1 expr up – activators of BRCA1 expression; Potency, µM (titrated, usually from 46.1 µM), for the others: at the top dose activation, hits mostly activators; MCF7-BRCA1-FFLuc reporter, luminescence, 48 h; response scale: scaled: vehicle 0%, 10 µM genistein 100%; 1.1% of 380,000 active; note: nearly all actives have a fitted effect of over 80% in size; some results filed as inactive show a strong effect at the top dose
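First, MCF7-BRCA1-FFLuc cells (2000/well) attach for 2 h; next, compounds are pin-added and incubated 48 h at 37 °C; finally, luciferase reagent is added and luminescence read after 15 min.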
p53 reactivation – restores transcriptional activity of mutant p53. Potency, µM (top dose mostly 92.2 µM), for the others: at the top dose activity change, positive = activation, most hits filed as activators. H1299 p53-A138V BP100-luciferase reporter, luminescence, 24 h. AID 504706. 0.063% of 320,000 active; note: % of control where 0% means no effect; nearly all actives have a fitted effect of over 45% in size
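p53-null H1299 cells stably carrying temperature-sensitive p53-A138V and a BP100-luciferase reporter were pinned with compounds (4-point, 1:5 series) and held 24 hrs at 37 deg C. Luminescence was read 10 min after detection reagent.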
Rab9 prom act – activates the Rab9 promoter; Huh7 Rab9 promoter-luciferase reporter, luminescence, 24 h; 2.8% of 320,000 active; Potency, µM (titrated, usually from 9.22 µM), for inactives: at the highest dose activation, negative = inhibition, most hits filed as activators; AID 485297; note: % of control where 0% means no effect; nearly all actives have a fitted effect of over 60% in size
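Quantitative HTS format; Huh7 Rab9-luciferase reporter cells (1500/well) receive compound 2 h post-plating, incubate 24 h at 37 °C, then get luciferase reagent for 10 min before luminescence reading.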
RORg inh – blocks mouse ROR gamma transcriptional activity. 5.4% of 310,000 active. Drosophila S2 Gal4-RORgamma UAS-luciferase reporter, 20 h. P51450. AID 2551. Potency, µM (doses to about 53.6 µM), inactives show at the highest dose activity change, negative = inhibition, usual class: inhibitors; note: % is set by controls: 0 for no effect and ±100 for the full control effect; nearly all actives have a fitted effect of over 60% in size
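Compounds are pin-transferred onto Drosophila Schneider cells expressing a copper-inducible Gal4–ROR gamma transactivation domain fusion. After 1 hr, copper sulfate is added to 700 uM final; luciferase is read 20 hr later.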
FLuc counter – firefly luciferase modulation, counter-screen for miR-21 project. AID 588342. P08659. purified FLuc, Km substrates, luminescence inhibition. Potency, µM (highest dose often 57.5 µM), without a hit: at the highest dose activity change, negative = inhibition, most hits filed as inhibitors. 6.9% of 360,000 active;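 note: plate controls were vehicle for no effect and reference inhibitor for full effect; nearly all actives have a fitted effect of over 55% in size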
Target sequence (P08659 whole entry, looked up): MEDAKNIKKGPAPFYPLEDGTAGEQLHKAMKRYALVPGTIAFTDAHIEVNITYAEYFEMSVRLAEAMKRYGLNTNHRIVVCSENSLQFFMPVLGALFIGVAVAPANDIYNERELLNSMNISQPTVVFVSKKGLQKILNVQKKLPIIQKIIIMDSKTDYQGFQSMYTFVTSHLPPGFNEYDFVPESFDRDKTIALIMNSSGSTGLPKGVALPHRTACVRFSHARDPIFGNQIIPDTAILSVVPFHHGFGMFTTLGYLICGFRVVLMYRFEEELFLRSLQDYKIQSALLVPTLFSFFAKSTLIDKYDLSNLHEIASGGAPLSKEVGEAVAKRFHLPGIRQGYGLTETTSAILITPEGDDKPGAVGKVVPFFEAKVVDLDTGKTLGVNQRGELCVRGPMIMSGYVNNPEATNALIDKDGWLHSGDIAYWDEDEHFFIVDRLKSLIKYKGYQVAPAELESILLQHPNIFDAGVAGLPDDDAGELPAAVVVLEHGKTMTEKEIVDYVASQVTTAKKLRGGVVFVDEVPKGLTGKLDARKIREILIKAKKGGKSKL
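Purified P. pyralis luciferase (10nM final) with 10uM D-luciferin and 10uM ATP (Km levels) in 50mM Tris acetate pH 7.5, 10mM Mg acetate, 0.01% Tween-20, 0.05% BSA; qHTS 6-point titration, ~60 µM downward; luminescence read.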
NPC1 prom act – activators of NPC1 promoter; Potency, µM (doses to about 9.22 µM), inactives show top-dose activation, hits mostly activators; 2.4% of 320,000 active; Huh7 NPC1 promoter luciferase reporter, 24 h;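 note: % of control where 0% means no effect; nearly all actives have a fitted effect of over 60% in size; reporter is driven by a mutant NPC1 promoter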
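Luciferase expression driven by the NPC1 promoter was measured in stably transfected Huh7 cells after a 24 h compound incubation, using a luciferase reagent and a luminescence read.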
* hit, by the source's call; ? = inconclusive; . = not tested or not shown; ! = not active in a repeat; [ ] = remark or other dose. Unless noted, calls come from the whole dose curve; as a rule, active = well fitted curve in the direction sought with a large enough effect; inconclusive = small, poorly fitted or top-dose-only effect, or another doubt; inactive = no such curve, though single readings can be large; an effect the other way counts as inactive or inconclusive. Potency is the fitted concentration of half-maximal effect.

Molecule	ELG1 genotoxic	Rab9 prom act	VP16 counter	BRCA1 expr up	p53 reactivation	MBNL1-CUG inh	RORg inh	uPA generation	FLuc counter	NPC1 prom act
COc1ccc(/C=C(\NC(=O)c2ccc(OC)cc2)C(=O)NC(CCSC)C(=O)O)cc1 (stereo unspecified)	-8.8%	-5.2%	2.6%	2.8%	1.8%	0.7%	-6.8%	-1.3%	1.5%	-1.6%
COc1cccc2cc(/C(C)=N/Nc3nc(-c4cc(C)ccc4C)cs3)c(=O)oc12	-2.2%	-3.7%	-5.5%	6.1%	-6.2%	?	0.794µM*	4.8%	-1.1%	-2.1%
COc1cc(NC(=O)C2=C(N3CCOCC3)/C(=C\c3ccc(Cl)cc3Cl)CC2)cc(OC)c1OC	-1.1%	-4.4%	-9.4%	-30.2%	3.8%	.	38.2%	-4.8%	2.1%	-2.7%
COc1ccc(S(=O)(=O)N2CCC(C(=O)Nc3ccc(F)cc3)CC2)c2cccnc12	-11.6%	1.8%	?	-3.0%	-4.2%	4.5%	-8.9%	1.5%	-5.8%	-1.2%
CC(C(=O)NNS(=O)(=O)c1cccc(C(F)(F)F)c1)n1nnc(N2CCOCC2)n1 (stereo unspecified)	1.1%	0.3%	-9.2%	1.9%	10.1%	3.6%	-0.1%	4.8%	0.4%	-5.6%
CC1CCCCC12NC(=O)N(CC(=O)Nc1sc3c(c1C(N)=O)CCC3)C2=O (stereo unspecified)	0.4%	-2.5%	-12.1%	7.4%	-2.1%	2.4%	-1.6%	-2.1%	3.4%	2.3%
CC(C)(OC(=O)c1cccs1)c1cc2ccccc2c(=O)o1	0.6%	-4.7%	.	-6.8%	7.1%	.	.	0.5%	-0.3%	-1.9%
Cc1ccc(N2C(=O)c3ccc(C(=O)N4CCN(c5ccccc5F)CC4)cc3C2=O)cc1	-0.2%	-4.1%	-18.1%	-0.9%	6.0%	9.6%	27.1%	-7.1%	10.2%	-4.5%
CCN1C(=O)/C(=C2/Sc3ccccc3N2CC)S/C1=N\c1ncn[nH]1	-10.3%	-6.3%	5.01µM*	-43.6%	-4.7%	?	11.2µM*	8.9%	0.6%	-5.0%
Cc1ccc(NC(=O)/C(=C/c2cccc(Br)c2)NC(=O)c2ccco2)cc1	-3.2%	-7.4%	-0.5%	-19.3%	-0.5%	-20.0%	9.2%	8.3%	5.4%	0.8%
Cc1ccc(Cl)cc1NC(=S)N(CCCN1CCOCC1)Cc1ccco1	0.2%	0.7%	4.9%	-21.7%	0.0%	-4.2%	?	-9.9%	-0.8%	-6.1%
CCOC(=O)N1CCC(N(CCOC)C(=O)Nc2ccc(Cl)cc2)CC1	-1.7%	-8.0%	-7.4%	-4.1%	2.1%	-5.5%	33.0%	0.9%	-3.8%	-3.2%
COc1ccc(OCCSc2nc(N)cc(=O)[nH]2)cc1	0.5%	-2.3%	?	34.1%	-1.6%	-7.3%	36.5%	4.5%	-10.6%	-2.0%
Fc1ccc(-c2noc(-c3ccc4c(c3)CCO4)n2)cc1	?	0.398µM*	-17.2%	?	7.8%	.	-27.9%	0.3%	0.536µM*	?
CC(=O)Nc1ccn(-c2ccccc2)n1	5.3%	16.9%	-9.9%	52.9%	?	8.2%	13.9%	-2.9%	?	13.0%
CCCOc1ccc(C(=O)C(c2ccccc2)N2CCOCC2)cc1 (stereo unspecified)	2.1%	1.8%	-3.9%	0.0%	-5.1%	-17.5%	23.2%	3.1%	-3.3%	5.4%
CCCCN(C(=O)c1ccc(NC2CC2)c([N+](=O)[O-])c1)c1c(N)n(CC(C)C)c(=O)[nH]c1=O	-2.2%	-2.4%	.	-2.8%	6.4%	.	.	-2.3%	0.9%	-2.6%
CCCCNC(=S)N(CCCN(C)C)Cc1cc2cc3c(cc2[nH]c1=O)OCO3	0.2%	-5.6%	-15.9%	-16.2%	4.4%	2.8%	-13.9%	?	4.9%	-6.1%
CC(=O)Nc1ccc(S(=O)(=O)N2CCN(Cc3ccncc3)CC2)cc1	-2.3%	-2.5%	.	0.3%	-14.6%	-5.7%	4.0%[0.365 µM]	2.7%	-1.4%	1.5%
COc1cccc(C(=O)c2cn(CC(=O)NCc3ccco3)c3nc(C)ccc3c2=O)c1	-2.9%	1.4%	-12.7%	0.0%	8.6%	6.8%	2.6%	-3.9%	-0.6%	2.1%
Cc1ccc2nc3c(nc2c1C)C(O)=C3O	-6.2%	-2.7%	-9.9%	-10.6%	-0.9%	?	-2.1%	2.4%	-17.0%	0.0%
O=C(c1cnc(N2CCN(c3ncccn3)CC2)c2ccccc12)N1CCN(c2ccccn2)CC1	-10.9%	-8.2%	-6.5%	-26.2%	-5.1%	2.7%	?	-3.4%	6.5%	-3.5%
Cc1cccc(NC(=O)c2cc(Cl)nc3ccccc23)n1	-4.2%	0.0%	2.1%	-23.8%	-2.3%	.	-10.6%	-4.0%	-2.1%	-3.9%
CC(=O)c1c(C)[nH]c(C(=O)OCC(=O)N2CCN(S(=O)(=O)c3ccc(C)cc3)CC2)c1C	-1.3%	-1.4%	.	-33.0%	-4.8%	.	.	-8.0%	4.3%	-1.3%
CCCCc1nc(SCC(=O)Nc2nnc(C(C)C)s2)n[nH]1	2.5%	2.1%	2.5%	-4.1%	12.5%	-6.9%	-7.5%	0.1%	4.6%	-3.8%
Cc1ccc(S(=O)(=O)N2CCCOC2)cc1	-4.3%	-2.0%	9.5%	2.3%	3.9%	1.1%	39.0%	0.5%	-1.0%	4.7%
COc1ccc(NC(=O)C2=CC(c3ccc(OC)cc3)=NS(=O)(=O)N2C)cc1	-0.6%	6.5%	-7.1%	-1.0%	22.3%	?	?	-5.9%	?	-1.8%
CC(C)NC(=O)Cn1nnc(-c2ccc(Cl)cc2)n1	0.2%	9.2%	8.9%	22.1%	27.6%	9.9%	18.4%	2.4%	1.6%	-0.6%
CCOC(=O)C1=C(C)N(C[C@@H]2CC[C@@H](Cc3ccc4cc(OC)ccc4c3)O2)C(=O)NC1c1ccccc1 (stereo partly specified)	-3.0%	.	.	-19.0%	-5.9%	.	.	?	.	.
O=C(NCc1ccco1)C(=O)NCC1OCCCN1S(=O)(=O)c1ccccc1 (stereo unspecified)	0.6%	2.5%	1.4%	-16.7%	5.3%	-19.3%	9.9%	0.4%	-0.3%	-1.4%
CCOc1ccc(NC(=O)CS(=O)(=O)c2cn(CC)c3ccccc23)cc1	-14.5%	-0.8%	-0.4%	-25.1%	4.4%	-1.0%	25.4%	-11.2%	4.7%	0.4%
COc1ccc(CC(=O)N2CC(=O)N(CCc3ccccc3)C(=O)C2)cc1	-1.8%	11.5%	3.5%	-18.1%	-11.6%	-8.7%	5.2%	0.8%	0.8%	0.8%
CCc1ccc(OCC(=O)Nc2ccc(S(=O)(=O)Nc3cc(C)on3)cc2)c(Br)c1	7.5%	0.2%	-1.5%	0.3%	17.3%	0.1%	?	14.4%	?	0.8%
C/C(CCc1oc2ccc(Cl)cc2c1-c1ccc(C)o1)=N\O	0.6%	-4.6%	-9.9%	-4.0%	-12.4%	-13.1%	?	1.7%	-16.2%	-8.5%
O=C(CN1C(=O)CSc2ccc(S(=O)(=O)N3CCOCC3)cc21)NCCCN1CCOCC1	7.5%	0.1%	-14.8%	1.7%	-3.4%	-2.5%	-14.5%	3.1%	3.7%	-1.2%
O=C(Nc1cccc([N+](=O)[O-])c1)c1ccc(N2CCCC2=O)cc1	6.4%	?	-13.4%	30.3%	9.5%	19.4%	7.0%	-0.1%	-9.1%	24.2%
O=C1/C(=C/c2cccs2)SC(=S)N1c1ccccc1	5.2%	1.7%	5.4%	24.2%	5.1%	-2.7%	-2.4%	2.4%	-1.0%	-3.0%
Cc1ccc(NC(=O)N2CCN(C(=O)C3CCCO3)CC2)cc1 (stereo unspecified)	-2.0%	-1.1%	-8.3%	9.6%	8.1%	1.9%	6.5%	10.8%	1.5%	-2.3%
CCC(CC)NC(=O)c1cccc([N+](=O)[O-])c1C	-0.6%	1.3%	-7.6%	8.9%	1.9%	.	-9.0%	-8.0%	-1.9%	-1.6%
Cc1cccc(NS(=O)(=O)c2nnc(NC(=O)C3CCCCC3)s2)c1	-3.4%	3.0%	-1.6%	5.2%	1.7%	-1.3%	?	-12.6%	6.75µM*!	-2.9%
CC(=O)c1c(C)nn(CCC(=O)O)c1C	-0.7%	1.0%	-5.7%	33.2%	3.3%	-7.5%	0.2%	2.3%	0.4%	14.5%

Screening results from PubChem BioAssay.
